# Giardia FBPA inh = qHTS Assay for Inhibitors of Fructose-1,6-bisphosphate Aldolase from Giardia Lamblia. A8B2U2. purified Giardia FBPA. Potency, µM (doses to about 59.6 µM), for the others: at the top dose activity, negative = inhibition, actives largely listed as inhibitors. 290,000 tested, 0.71% active. AID 2451, 2010; further: potency means the concentration at half of the fitted maximal effect; nearly all actives have a fitted effect of over 55% in size
# Target sequence (A8B2U2 whole entry, looked up): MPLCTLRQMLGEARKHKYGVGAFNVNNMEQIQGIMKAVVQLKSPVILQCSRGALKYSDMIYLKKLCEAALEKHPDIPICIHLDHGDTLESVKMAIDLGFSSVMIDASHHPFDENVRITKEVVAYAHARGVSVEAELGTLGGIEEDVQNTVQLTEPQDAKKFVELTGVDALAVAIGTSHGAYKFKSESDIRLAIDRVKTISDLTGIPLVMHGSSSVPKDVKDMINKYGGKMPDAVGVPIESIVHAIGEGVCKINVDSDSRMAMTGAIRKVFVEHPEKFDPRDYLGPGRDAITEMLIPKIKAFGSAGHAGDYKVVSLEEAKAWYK
#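 Giardia FBPA (40 nM reagent) was preincubated 10 min at RT with compound (up to 57.5 uM final), then substrate plus GAPDH/TPI/NAD/arsenate coupling system with diaphorase/resazurin was added; resorufin fluorescence (525/598 nm) was read after 20 min.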
# AmpC inh detg = qHTS Inhibitors of AmpC Beta-Lactamase (assay with detergent). P00811. AmpC hydrolysis of nitrocefin, absorbance 480 nm, 0.01% Triton. Potency, µM (top dose mostly 114 µM), for inactives: at the highest dose activity change, negative = inhibition, actives largely listed as inhibitors. 370,000 tested, 0.041% active;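 further: potency means the concentration at half of the fitted maximal effect; 0% = no-compound wells and -100% = no-enzyme wells; nearly all actives have a fitted effect of over 25% in size; some results filed as inactive show a strong effect at the top dose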
# Target sequence (P00811 whole entry, looked up): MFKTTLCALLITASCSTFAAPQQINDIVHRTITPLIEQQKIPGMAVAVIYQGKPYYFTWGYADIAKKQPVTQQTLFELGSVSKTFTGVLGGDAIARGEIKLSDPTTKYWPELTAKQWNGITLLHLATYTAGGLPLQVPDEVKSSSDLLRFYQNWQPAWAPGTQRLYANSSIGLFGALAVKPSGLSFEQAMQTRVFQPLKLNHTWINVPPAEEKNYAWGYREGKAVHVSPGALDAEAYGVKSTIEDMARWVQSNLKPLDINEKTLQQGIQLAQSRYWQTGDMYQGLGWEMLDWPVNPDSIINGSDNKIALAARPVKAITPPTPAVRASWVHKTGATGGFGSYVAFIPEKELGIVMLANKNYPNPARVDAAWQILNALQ
#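 AmpC (5.3 nM in the dispensed reagent) in 20 mM phosphate pH 7.0 with 0.01% (detergent screen) or 0.0001% Triton X-100 was preincubated with compounds for 15 min at room temperature. Nitrocefin was then added from an 800 uM solution, and hydrolysis was followed at 480 nm.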
# AMA1-RON2 inh = qHTS for Inhibitors of AMA1-RON; Towards Development of Antimalarial Drug Lead: Primary Screen | AlphaScreen AMA1-biotinylated RON2 peptide binding | Potency, µM (doses to about 58.2 µM), without a hit: top-dose activity change, negative = inhibition, usual class: inhibitors | 360,000 tested, 0.2% active | AID 720542, 2013;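 further: potency means the concentration at half of the fitted maximal effect; 0% = vehicle wells and -100% = peptide control; nearly all actives have a fitted effect of over 45% in size; some results filed as inactive show a strong effect at the top dose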
#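 AMA1 (3D7) with his tag at 25 nM final met compounds first, then biotinylated RON2 peptide at 25 nM; detection used donor plus acceptor beads, 10 µg/mL apiece, read by AlphaScreen after 30 min at room temperature.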
# AmpC inh no detg = qHTS Inhibitors of AmpC Beta-Lactamase (assay without detergent) | P00811 | AmpC nitrocefin hydrolysis, absorbance 480 nm, 0.0001% Triton | Potency, µM (doses to about 57.1 µM), for inactives: at the top dose activity change, negative = inhibition, hits mostly inhibitors | 330,000 tested, 0.52% active;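 further: potency means the concentration at half of the fitted maximal effect; plate controls were no compound for no effect and no enzyme for full effect; nearly all actives have a fitted effect of over 20% in size; some results filed as inactive show a strong effect at the top dose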
#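 20 mM phosphate pH 7.0 + 0.01% (detergent screen) or 0.0001% Triton X-100; 5.3 nM AmpC reagent; cpd preinc 15 min RT; nitrocefin (800 uM stock) to start; A480 q20 s × 4 min; Activity was normalised to no-enzyme and no-compound control wells.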
# Sm TGR inh = qHTS Assay for the Inhibitors of Schistosoma Mansoni Peroxiredoxins | Potency, µM (titrated, usually from 114 µM), without a hit: at the highest dose activity change, negative = inhibition, most hits filed as inhibitors | Schistosoma mansoni thioredoxin glutathione reductase (TGR), Q962Y6 | purified TGR, DTNB reduction, TNB absorbance 405 nm | 360,000 tested, 3% active; further: potency means the concentration at half of the fitted maximal effect; nearly all actives have a fitted effect of over 60% in size
#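 Kinetic colorimetric format: TGR-catalysed, NADPH-driven DTNB reduction monitored via TNB absorbance. Enzyme dispensed at 20 nM; compound exposure 15 min at room temperature before reaction start.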
# HCMV inh = qHTS Assay for inhibitors of the human cytomegalovirus (HCMV) | activity change, negative = inhibition, % at 57.5 µM | AID 1259415, 2018 | HFF cells, HCMV-luciferase reporter, 72 h; active compounds read low | 410,000 tested, 4.5% active; in the data active means activity change below about -60%; inconclusive means no clear call, values can overlap the other calls; inactive means above about -39%
#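 Two compound doses tested in HFFs infected with HCMV-luciferase, MOI 1 PFU/cell, 72 h at 37C. Lysate luminescence read with OneGlo; data normalized against buffer-only and 10uM Salinomycin inhibitor controls.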
# An asterisk follows results filed as active; ? = inconclusive; / = no result given; & = joins results of further samples; [ ] = dose if it differs, or a comment. Unless noted, the call rests on the fitted dose curve; in most records, active means well fitted curve in the direction sought with a large enough effect; inconclusive means small, poorly fitted or top-dose-only effect, or another doubt; inactive means no such curve, though single readings can be large; an effect the other way counts as inactive or inconclusive. Unless noted, on the % scale 0 is the no-effect control and ±100 the full control effect.
SMILES,Giardia FBPA inh,AmpC inh detg,AMA1-RON2 inh,AmpC inh no detg,Sm TGR inh,HCMV inh
O=C(COn1nnc2ccc(S(=O)(=O)N3CCOCC3)cc21)NCCc1ccccc1,/,-12%,-2%,125%[activator],-13%,-16
CC(CN1CCOCC1)OC(=O)C(C)(c1ccccc1)c1ccccc1 (stereo not drawn),-4%,-6%,-18%,113%[activator],-7%,-23
COc1cc(C(=O)NCC(=O)NCCN2C(=O)S/C(=C\c3ccccc3Cl)C2=O)cc(OC)c1OC,/,?,-11%,54%,-2%,?
O=C(NCCCn1ccnc1)c1noc2c1CCc1ccccc1-2,?,-13%,-9%,-7%,0%,-8
NC(=S)N/N=C1\CC(n2nnnc2-c2ccccc2)C2COC1O2 (stereo not drawn),?,2%,61%[activator],4%,?,-68*
O=C(COC(=O)c1ccc(S(=O)(=O)NCc2ccco2)cc1)Nc1ccccc1,/,-10%,-8%,-19%,?,-2
Cc1ccsc1CNC12CC3CC(CC(C3)C1)C2,-2%,-3%,2%,-30%,/,56
Cc1cccc(Nc2nc3c(S(=O)(=O)c4ccccc4)nnn3c3ccccc23)c1,6%,-2%,-10%,-9%,0%,32
CCOC(=O)N(C)OC(=O)Nc1ccc(Cl)c(Cl)c1,-16%,-10%,-2%,-15%,?,10
C#Cc1ccc([C@@H]2C=C(C(=O)OCC=C)O[C@H](OCC)[C@H]2CCCO)cc1,6%,-9%,-1%,170%[activator],-14%,0

# Among those listed so far, these contain nitrogen in an aromatic ring.
SMILES,Giardia FBPA inh,AmpC inh detg,AMA1-RON2 inh,AmpC inh no detg,Sm TGR inh,HCMV inh
O=C(COn1nnc2ccc(S(=O)(=O)N3CCOCC3)cc21)NCCc1ccccc1,/,-12%,-2%,125%[activator],-13%,-16
O=C(NCCCn1ccnc1)c1noc2c1CCc1ccccc1-2,?,-13%,-9%,-7%,0%,-8
NC(=S)N/N=C1\CC(n2nnnc2-c2ccccc2)C2COC1O2 (stereo not drawn),?,2%,61%[activator],4%,?,-68*
Cc1cccc(Nc2nc3c(S(=O)(=O)c4ccccc4)nnn3c3ccccc23)c1,6%,-2%,-10%,-9%,0%,32

# The list goes on.
SMILES,Giardia FBPA inh,AmpC inh detg,AMA1-RON2 inh,AmpC inh no detg,Sm TGR inh,HCMV inh
CCOC(=O)CSc1nnc(CSc2nc(N)c3c(C)c(C)sc3n2)n1-c1ccccc1,8%,-1%,4%,157%[activator],-12%,3
CC(=O)c1cccc(NC(=S)NCc2ccco2)c1,2%,0%,-2%,-40%,?,43
COCc1cc(/C=N\NC(=O)c2ccc(Cl)cc2)ccc1OC,5%,1%,7%,-28%,-1%,-8
CCN(c1ccc(NC(=O)COC(=O)c2cccs2)cc1)C(C)C,-4%,?,-10%,-36%,?,0
CCc1ccc(-c2nc(CSCC(=O)NCc3ccccc3OC)c(C)o2)cc1,/,-2%,/,/,1%,-5
COc1ccc(OCCSc2nc(N)cc(=O)[nH]2)cc1,-1%,5%,-6%,-17%,-14%,-2
O=C(Cn1nc(-c2ccccc2)ccc1=O)N1CCCCC1,-6%,6%,-3%,5%,15%,-25
C=CC[C@H](CC(=O)OC(C)(C)C)C(=O)OC[C@@H]1CCCN1C(=O)[C@@H](CC=C)CC(=O)N[C@H](CO)Cc1ccccc1,/,/,-2%,249%[activator],/,81
CC1CN=C(N(C(=O)Nc2ccccc2)C(C)c2ccccc2)S1 (stereo not drawn),7%,1%,-5%,-1%,-6%,30
COc1ccccc1/C=C/C(=O)OCC(=O)NC1CCS(=O)(=O)C1 (stereo not drawn),/,/,-3%,-13%,/,-23
COc1cccc(OCC(O)CN2CCN(CCN3C(=O)c4cccc5cccc(c45)C3=O)CC2)c1 (stereo not drawn),-10%,3%,-22%,149%[activator],6%,?
O=C(O)c1cccnc1,8%,4%,-1%,0%,7%,-3
CCOc1ccccc1OCCOCCOc1c(Cl)cccc1Cl,1%,-22%,9%[11.6 µM],-27%,-5%,-12
CC(=O)Nc1ccc(/C(C)=N/NC(=O)CN(c2ccccc2Br)S(C)(=O)=O)cc1,1%,1%,7%[11.6 µM],-28%,4%,-17
COc1ccc(CNC(=O)CN(Cc2ccco2)C(=O)CNS(=O)(=O)c2ccc(C)cc2)cc1,20%,0%,8%,-12%,-1%,-17
CSC(=CC(=O)c1ccccc1)SC,3%,-11%,-4%,-20%,-7%,6
CCN1C(C(=O)c2ccccc2)=C(NC(=O)c2ccc(Cl)cc2)c2ccccc2S1(=O)=O,/,6%,/,/,8%,-1
CCN(CC)S(=O)(=O)c1ccc2oc(C(=O)NCC3COc4ccccc4O3)c(C)c2c1 (stereo not drawn),-1%,-4%,-16%,-18%,0%,-36
Cc1ccc(/C=N/n2c(C3CCCCC3)n[nH]c2=S)o1,-7%,-7%,57%[activator],-29%,-4%,11
COc1cccc(NS(=O)(=O)c2ccc3c(c2)CC(=O)N3)c1,/,-3%,14%,-30%,0%,-9
CC(=O)Nc1ccc(NC(=O)CSc2nc(=O)n(Cc3ccncc3)c3c2CCC3)cc1,/,?,-2%,-7%,1%,-23
CNC(=O)c1c(NC(=O)CS(=O)(=O)c2ccc(Cl)cc2)sc(C)c1C,/,?,-7%,18%,-2%,-30
Cc1ccc(C(=O)Nc2ccc(S(=O)(=O)NC3=NCCCCC3)cc2)c(C)c1,/,-8%,-5%,-4%,-1%,7
Cn1c(SCC(=O)N2CCCC2=O)nc2ccccc2c1=O,/,/,-15%,-26%,/,-25
O=C1CCC(C(=O)OCc2ccccc2)N1 (stereo not drawn),4%,-3%,0%,-15%,-22%,-5
CCCNCc1cc(OC)c(OCC(=O)NCCc2ccccc2)cc1Br,-10%,-13%,-4%,0%,0%,-4
C=CCOC(=O)C1=C(C)NC(SC)=C(C#N)C1c1ccc(OCC)cc1 (stereo not drawn),-5%,?,-5%&4%,-1%,-12%,2&38
CCOc1cc(S(=O)(=O)NCc2ccccn2)ccc1Cl,-5%,5%,43%[activator],-21%,-2%,-16
CCCCNC(=O)C1CC(=O)N(c2ccc(OC)cc2)C1c1ccc(OC)cc1 (stereo not drawn),-1%,-7%,5%,34%,-24%,5
COc1ccc(C(=O)NC(=S)NCc2cccnc2)cc1[N+](=O)[O-],-10%,?,11%,-29%,-14%,-6

# Compound profiles, as listed above:
# CCCCNC(=O)C1CC(=O)N(c2ccc(OC)cc2)C1c1ccc(OC)cc1 (stereo not drawn) is entered as Giardia FBPA inh: -1%; AmpC inh detg: -7%; AMA1-RON2 inh: 5%; AmpC inh no detg: 34%; Sm TGR inh: -24%; HCMV inh: 5
# O=C1CCC(C(=O)OCc2ccccc2)N1 (stereo not drawn) is entered as Giardia FBPA inh: 4%; AmpC inh detg: -3%; AMA1-RON2 inh: 0%; AmpC inh no detg: -15%; Sm TGR inh: -22%; HCMV inh: -5

# New compounds follow.
SMILES,Giardia FBPA inh,AmpC inh detg,AMA1-RON2 inh,AmpC inh no detg,Sm TGR inh,HCMV inh
COc1ccc(-n2ncc(C(C)NS(=O)(=O)c3cccs3)c2C)cc1 (stereo not drawn),0%,-11%,-7%,3%,-13%,31
O=C(NCc1ccc2c(c1)OCO2)c1ccccc1,4%,1%,-20%,-26%,3%,11
O=C(COc1ccccc1)Nc1ccc(-c2ccc(N3CCOCC3)nn2)cc1,/,?,-8%,-13%,4%,11
O=C(COC(=O)C1(c2ccccc2F)CCCC1)N1CCN(C(=O)c2ccco2)CC1,-9%,-14%,-6%,59%,-26%,-32
O=[N+]([O-])c1cc(Cl)ccc1NCCNS(=O)(=O)c1ccccc1,-6%,0%,-30%,-39%,5%,-18
Cn1c(NC(=O)C2CC2)cc(=O)n(C)c1=O,17%,?,-10%,-1%,6%,14
O=C(CSc1nnc(-c2c[nH]c3ccccc23)o1)N1c2ccccc2CCc2ccccc21,2%,1%,-8%,1%,0%,-89*
Cc1cccc(NC(=O)C2(C)CC3c4ccccc4C2c2ccccc23)c1C (stereo not drawn),8%,?,14%,-38%,-8%,?
OCCN1CCN(C(=S)c2ccc(Br)cc2)CC1,?,?,16%,-11%,7%,-20
Cc1ccc(S(=O)(=O)N(CCC(=O)Nc2ccc(OC(F)(F)F)cc2)c2ccccc2)cc1,1%,?,-13%,-28%,2%,-18
Cn1nc(C(=O)Nc2ccccc2C#N)c2c1-c1ccccc1SC2,/,6%,/,/,3%,?
Cc1ccc(Cn2ccn(Cc3ccccc3C)c(=O)c2=O)cc1,/,17%,/,/,1%,6
Cc1cc(C(=O)C(C)Sc2cccc[n+]2[O-])c(C)n1-c1ccc(Cl)cc1 (stereo not drawn),2%,-1%,-14%,1%,?,-26
CCCn1c(N)c(N(CCOC)C(=O)c2cc(-c3ccco3)nc3ccccc23)c(=O)[nH]c1=O,/,0%,?,-14%,18µM*,48
CCOCCCNC(=S)Nc1cc(OCC)c(NC(=O)c2ccco2)cc1OCC,-23%,9%,-7%,-8%,-14%,16
CCN(CC)CCCNC(=O)c1cc(-c2ccc(O)cc2)on1,-1%,?,-1%,-29%,-31%,24
O=C(COC(=O)CNS(=O)(=O)/C=C/c1ccccc1)NC1CCS(=O)(=O)C1 (stereo not drawn),-4%,3%,4%,1%,4%,43
Cc1nnc(SCC(=O)NC23CC4CC(CC(C4)C2)C3)n(N)c1=O,0%,-7%,-4%,-19%,9%,-27
OCCN(CC#CC(O)(c1ccccc1)C1CCCCC1)CCO (stereo not drawn),?,-14%,-1%,36%,-12%,14
O=C(CC1Sc2ccccc2NC1=O)NCc1ccc(Cl)cc1 (stereo not drawn),6%,3%,1%,-3%,-1%,-11
O=C(Oc1cccc(C(=S)N2CCOCC2)c1)c1cccc(Cl)c1,/,-2%,-21%,33%[activator],-4%,-5
CCOC(=O)N1CCC(NC(=O)c2cc(C(=O)NCc3ccc(F)cc3)ccc2CO)CC1,-2%,-13%,-5%,9%,-8%,8
Cc1cc(C)nc(NS(=O)(=O)c2ccc(N3C(=O)C4CCCCC4C3=O)cc2)n1 (stereo not drawn),-13%,-10%,4%,-20%,-2%,6
O=C(c1nc2ccc(Cl)cn2c1CN1CCC[C@H]1CO)N1CCCCCCC1,/,-3%,44%[activator],40%,45µM*,16
C=CCNc1nc(N)c(C(=C(C#N)C#N)c2ccc(Br)cc2)s1,-2%,-14%,12%,9%,-14%,?
CC(C)CC(NC(=O)c1ccccc1)C(=O)N/N=C/c1ccco1 (stereo not drawn),-1%,?,10%,-21%,-8%,-13
Cc1cc(C)cc(NC(=O)CSc2nc3ccncc3[nH]2)c1,-16%,-3%,-2%,-13%,2%,22
COC(=O)Cc1ccc(OC(=O)C2CCN(S(=O)(=O)c3ccc(OC)c(OC)c3)CC2)cc1,/,-3%,-3%,141%[activator],-6%,25
CCCC(=O)Nc1nc2nc(C)cc(=O)n2[nH]1,?,-1%,-6%,-12%,4%,-13
